# PME-1 primary: blocks human protein phosphatase methylesterase 1; recombinant PME-1, FP-Rh probe fluorescence polarization; inhibition, % at 5.9 µM; 320,000 compounds, 0.53% hits;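 active = inhibition above the campaign mean of all compounds plus 3 SD, cut at about 26% in these data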;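 note: competitive labeling of PME-1 active site by serine hydrolase directed probe; 0% = PME-1 with DMSO and 100% = wells lacking PME-1 enzyme; inhibitors block probe labeling so polarization falls and inhibition rises; many of its hits are not listed in these tables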
# PAFAH2 inh: inhibitors of human PAFAH2. recombinant PAFAH2, FP-rhodamine activity probe, fluorescence polarization. inhibition, % at 3.39 µM. 340,000 compounds, 0.99% hits;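 active = inhibition above the mean over all tested compounds plus 3 SD, cut at about 30% in these data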;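 note: inhibitors block probe labeling of enzyme so polarization drops; 0% = enzyme with DMSO and 100% = wells lacking PAFAH2 protein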
# pPAFAH inh: pPAFAH (human) enzyme inhibition. recombinant pPAFAH, FP-rhodamine probe fluorescence polarization. inhibition, % at 3.39 µM. 330,000 compounds, 1.5% hits;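 active = inhibition above the mean inhibition across the screen plus 3 SD, cut at about 25% in these data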;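 note: inhibitors block binding of the rhodamine activity-based probe so polarization drops; 0% = enzyme with DMSO and 100% = wells lacking pPAFAH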
# Target sequence (Q13093 whole entry, looked up): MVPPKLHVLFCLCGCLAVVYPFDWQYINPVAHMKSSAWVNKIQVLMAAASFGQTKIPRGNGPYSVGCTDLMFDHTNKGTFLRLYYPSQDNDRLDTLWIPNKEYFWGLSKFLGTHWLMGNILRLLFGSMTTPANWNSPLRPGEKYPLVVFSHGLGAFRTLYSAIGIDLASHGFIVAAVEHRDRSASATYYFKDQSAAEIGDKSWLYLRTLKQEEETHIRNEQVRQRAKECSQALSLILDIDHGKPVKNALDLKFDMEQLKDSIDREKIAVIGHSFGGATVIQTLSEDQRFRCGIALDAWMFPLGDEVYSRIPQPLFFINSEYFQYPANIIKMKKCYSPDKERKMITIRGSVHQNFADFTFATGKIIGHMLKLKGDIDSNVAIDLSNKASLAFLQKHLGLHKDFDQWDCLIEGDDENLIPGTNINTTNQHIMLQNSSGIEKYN
# PAFAH1B3 inh: PAFAH1B3 (human) inhibition | Q15102 | recombinant PAFAH1B3, FP-rhodamine probe, fluorescence polarization | inhibition, % at 3.39 µM | 340,000 compounds, 0.28% hits;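 active = inhibition above the screen-wide average of all tested compounds plus 3 SD, cut at about 25% in these data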;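 note: 0% = enzyme with DMSO only and 100% = wells lacking PAFAH1B3 protein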
# PAFAH1B2 inh: blocks human PAF acetylhydrolase 1b catalytic subunit 2; P68402; recombinant PAFAH1B2, FP-rhodamine activity probe, fluorescence polarization; inhibition, % at 3.39 µM; 340,000 compounds, 1.2% hits; AID 492953;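 active = inhibition above the mean of all tested compounds plus 3 SD, cut at about 24% in these data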;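 note: 0% = enzyme with DMSO and 100% = wells lacking PAFAH1B2; many of its hits are not listed in these tables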
# Target sequence (P68402 whole entry, looked up): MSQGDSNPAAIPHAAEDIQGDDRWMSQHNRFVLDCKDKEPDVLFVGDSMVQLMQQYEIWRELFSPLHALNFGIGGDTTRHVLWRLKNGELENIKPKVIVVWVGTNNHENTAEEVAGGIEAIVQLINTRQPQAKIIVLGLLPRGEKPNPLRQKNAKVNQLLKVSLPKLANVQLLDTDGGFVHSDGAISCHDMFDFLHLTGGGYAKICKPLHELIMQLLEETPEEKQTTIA
# PAD4 inh: PAD4 (human) enzyme inhibition; recombinant PAD4, RCA probe fluorescence polarization; inhibition, % at 6.36 µM; 330,000 compounds, 0.41% hits; AID 485272;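 active = percent inhibition above a cutoff equal to the mean of all tested compounds plus 3 SD, cut at about 15% in these data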;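 note: 0% = PAD4 with RCA probe and DMSO and 100% = probe without PAD4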
# GSTO1 counter: GSTO1 inhibition, counter-screen for RBBP9 inhibitors; P78417; recombinant GSTO1, activity-based probe fluorescence polarization; inhibition, % at 5.96 µM; 300,000 compounds, 1.1% hits; AID 1974;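 active = inhibition above the campaign mean inhibition plus 3 SD, cut at about 35% in these data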;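 note: 0% = GSTO1-1 with DMSO and 100% = wells lacking GSTO1-1 enzyme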
# Target sequence (P78417 whole entry, looked up): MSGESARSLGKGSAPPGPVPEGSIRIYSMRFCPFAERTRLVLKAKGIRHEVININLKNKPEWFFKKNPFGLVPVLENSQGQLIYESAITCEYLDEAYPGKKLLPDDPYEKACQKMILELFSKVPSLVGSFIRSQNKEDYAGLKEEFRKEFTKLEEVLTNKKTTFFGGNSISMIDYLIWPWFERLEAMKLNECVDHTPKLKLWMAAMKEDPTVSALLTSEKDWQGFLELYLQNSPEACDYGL
# LYPLA1 inh: counter-screen for PME1 inhibitors: inhibitors of human LYPLA1; recombinant LYPLA1, FP-Rh probe fluorescence polarization; inhibition, % at 5.9 µM; 320,000 compounds, 0.16% hits;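 active = inhibition above the mean of all tested compounds plus 3 SD, set per campaign, cut at about 14% in these data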;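 note: inhibitors block serine hydrolase probe labeling of LYPLA1 so polarization falls; 0% = enzyme with DMSO and 100% = wells lacking LYPLA1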
# Fam108B counter: blocks mouse Fam108B hydrolase in RBBP9 counter-screen. recombinant Fam108B, FP-Rh probe fluorescence polarization. inhibition, % at 9.51 µM. 300,000 compounds, 0.33% hits. AID 1947;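 active = inhibition above the screen mean inhibition plus 3 SD, computed separately per campaign, cut at about 18% in these data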;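 note: inhibitors lower polarization as less probe binds the enzyme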
# Active calls of the source: *; x = not tested or not shown.
[1] CCNc1c([N+](=O)[O-])c(=O)n(CC)c2ccccc12
[2] CC(C)NCCOCCSc1ccc(Cl)cc1
[3] O=C(/C=C/Nc1ccc(F)cc1)c1cccs1
[4] CCOCCn1c(SCC)nc2c1c(=O)[nH]c(=O)n2C
[5] O=C(CSc1ccc2nnc(-c3cccnc3)n2n1)Nc1ccc(F)cc1
[6] COc1ccc(C)cc1S(=O)(=O)Nc1ccc2c(c1)OCO2
[7] Cc1nc2c(C#N)c[nH]n2c(=O)c1CCO
[8] CCOc1ccc2[nH]c3nc(SCC(=O)NC4CC4)nnc3c2c1

entry no.	1	2	3	4	5	6	7	8
PME-1 primary	0	1	5	-10	3	6	0	3
PAFAH2 inh	x	-1	-3	-10	3	-1	-4	-3
pPAFAH inh	-4	1	4	-6	-2	6	3	3
PAFAH1B3 inh	x	0	5	-2	1	1	-2	-3
PAFAH1B2 inh	x	10	-1	0	1	4	1	3
PAD4 inh	-2	4	-5	0	0	3	-1	0
GSTO1 counter	0	-5	-3	1	0	-2	7	-5
LYPLA1 inh	-3	6	1	3	4	-1	0	2
Fam108B counter	2	5	-5	4	0	-2	0	2

[9] Cc1ccc(C(=O)N2c3ccc(F)cc3CCC2C)o1 (centres undefined)
[10] Cc1ccc(N2CC(C(=O)Nc3cccnc3)CC2=O)cc1 (centres undefined)
[11] O=C1CN(c2ccccc2Cl)C(=O)CN1c1ccccc1Cl
[12] C=CCn1c(C)cc(C(=O)CSc2nnc3c(Cl)cc(Cl)cn23)c1C
[13] CCCCc1ccc(/C(C)=N/Nc2cc(N3CCOCC3)nc(C)n2)cc1
[14] CCC(C)(C)n1nnnc1C(c1ccc2ncccc2c1)N1CCCC(C)C1 (centres undefined)
[15] COC(=O)C1=C(C)Nc2nc(-c3ccccc3)nn2C1c1ccc(C)o1 (centres undefined)
[16] COc1cc(NS(=O)(=O)c2ccc(NC(C)=O)cc2)cc(OC)c1

entry no.	9	10	11	12	13	14	15	16
PME-1 primary	-1	-7	-10	-1	9	0	1	4
PAFAH2 inh	-5	6	1	-3	2	3	-4	-2
pPAFAH inh	5	0	-2	0	6	-1	3	3
PAFAH1B3 inh	4	1	-3	1	9	4	1	5
PAFAH1B2 inh	13	6	3	0	2	6	6	11
PAD4 inh	3	-5	-7	-4	-5	-2	-2	-1
GSTO1 counter	11	1	-6	16	13	-6	-1	-3
LYPLA1 inh	0	3	2	-3	0	-2	-1	-4
Fam108B counter	0	-3	-3	-2	1	3	-3	0

[17] Cc1nc(CC(=O)c2ccc(O)c(C)c2O)cs1
[18] COC(=O)C(Cc1ccccc1)P(=O)(c1ccccc1)c1ccccc1 (centres undefined)
[19] CCOC(=O)C1=C(C)NC(=O)CC1c1cc(OC)c(OC)cc1Br (centres undefined)
[20] Cc1cc(=O)c2cc(C(=O)c3ccccc3)ccc2[nH]1
[21] Cc1cccc(NC(=O)C2CC(=O)n3cnnc3S2)c1 (centres undefined)
[22] COC(=O)c1ccc(S(=O)(=O)N2CCOCC2)o1
[23] COc1ccc(C(C)NC(=O)c2ccncc2)cc1OC (centres undefined)
[24] CCc1ccc(CNC(=O)CC2C(=O)NCCN2Cc2ccccc2F)nc1 (centres undefined)

entry no.	17	18	19	20	21	22	23	24
PME-1 primary	1	0	-2	-5	6	8	-2	0
PAFAH2 inh	1	11	-6	10	1	1	-1	3
pPAFAH inh	3	-6	2	8	-1	5	-7	9
PAFAH1B3 inh	5	13	9	7	9	5	11	12
PAFAH1B2 inh	2	6	0	1	-1	2	3	4
PAD4 inh	-2	-2	-6	-3	1	5	2	-3
GSTO1 counter	-7	3	7	5	2	2	0	0
LYPLA1 inh	-2	-1	2	-3	2	4	0	5
Fam108B counter	-1	5	0	-6	7	-6	-1	-3

[25] FC(F)Oc1ccc(NC(=S)NCCc2ccccn2)cc1
[26] COc1ccc(-c2cc(C(=O)N3CCCc4ccccc43)no2)cc1OC
[27] COc1ccc(NC(=O)NCC(C)CSc2ccc(C)cc2)c(OC)c1 (centres undefined)
[28] COc1ccc2c(CC(=O)O)cc(=O)oc2c1
[29] CCn1c(CC(=O)Nc2ccccc2)nnc1SCC(=O)NC1CCCC1
[30] CCOC(=O)c1c(C)noc1-c1ccco1
[31] CC(C)Cc1nc(N2CCOCC2)c(C#N)c2c1CCC2
[32] CS(=O)(=O)N1CCC(Oc2ccccc2C(=O)NC(C2CC2)C2CC2)CC1

entry no.	25	26	27	28	29	30	31	32
PME-1 primary	-2	-5	10	7	0	-3	5	6
PAFAH2 inh	2	-2	-1	-1	4	x	14	28
pPAFAH inh	6	0	4	2	5	-2	0	3
PAFAH1B3 inh	9	-5	-2	1	7	x	9	4
PAFAH1B2 inh	3	-2	5	1	4	x	11	3
PAD4 inh	0	4	-1	-4	-8	1	-4	-4
GSTO1 counter	-2	-4	1	1	6	1	-1	3
LYPLA1 inh	2	2	3	-1	1	-2	-2	5
Fam108B counter	4	2	-1	2	-2	1	-1	1

[33] CC(C)(C)Cc1nnc(NS(=O)(=O)c2ccc([N+](=O)[O-])cc2)s1
[34] O=C1c2ccccc2C(=O)N1CCc1ccccn1
[35] COc1ccc(CCNC(=O)/C=C\c2ccccc2)cc1OC
[36] CCN(CC)C(=S)NC(=O)C12CC3CC(CC(C3)C1)C2
[37] COc1cc(C(CC(=O)Nc2cccc(C)n2)N2Cc3ccccc3C2=O)cc(OC)c1OC (centres undefined)
[38] COc1ccc(CNC(=O)Cn2nc(-c3ccc4c(c3)OCCO4)ccc2=O)cc1
[39] C=CCn1c(C(C)NC(=O)c2cccs2)n[nH]c1=S (centres undefined)
[40] COc1cccc(NC(=S)N(CCCN2CCN(C)CC2)Cc2ccco2)c1

entry no.	33	34	35	36	37	38	39	40
PME-1 primary	-9	-5	-5	-1	3	1	1	2
PAFAH2 inh	5	-2	2	-2	-4	5	0	-1
pPAFAH inh	0	6	-3	-6	-5	2	-1	2
PAFAH1B3 inh	12	4	7	0	-6	6	6	4
PAFAH1B2 inh	9	0	0	10	3	2	0	0
PAD4 inh	5	2	-6	-2	0	-1	4	-5
GSTO1 counter	-7	2	1	-6	1	-14	3	6
LYPLA1 inh	0	1	4	-2	-5	1	2	-2
Fam108B counter	0	-3	3	5	-2	0	9	0

[41] Cc1cccc(N2CN(Cc3cccnc3)CNC2=S)c1
[42] O=C(c1cnccn1)N(c1ccccc1)C1(C(=O)NC2CCCCC2)CCCCC1
[43] CCOc1ccc(-c2c(C#N)c(N)nc3sc(C(=O)c4ccccc4)c(N)c23)cc1
[44] CN1CC(=O)N(CC(=O)Nc2ccc(Br)cc2F)C1=O
[45] CCOC(=O)c1ccccc1NC(=O)c1cn(CC)c2nc(C)ccc2c1=O
[46] Cc1cc(NC(=O)/C=C/c2ccccc2)no1
[47] COc1cc(C(=O)NCc2nnc(SCC(=O)N3CCCc4ccccc43)o2)cc(OC)c1OC
[48] Cc1ccnc(NS(=O)(=O)c2ccc(NC(=O)C3CC=CCC3C(=O)O)cc2)n1 (centres undefined)

entry no.	41	42	43	44	45	46	47	48
PME-1 primary	1	-3	2	2	0	-3	-4	-6
PAFAH2 inh	2	4	6	6	-13	5	2	-2
pPAFAH inh	1	-3	2	3	2	0	-1	0
PAFAH1B3 inh	6	0	2	3	-1	1	11	1
PAFAH1B2 inh	-3	6	2	2	4	3	-3	8
PAD4 inh	1	0	-1	-9	1	0	-4	-5
GSTO1 counter	0	-3	0	14	9	6	2	13
LYPLA1 inh	-4	0	3	0	3	1	1	1
Fam108B counter	-3	-1	0	2	1	0	5	6

[49] O=C(CN1CCN(c2ccc(F)cc2)CC1)N(C1CCCC1)C1CCS(=O)(=O)C1 (centres undefined)
[50] COC(=O)c1nnn(-c2ccc(Cl)c(Cl)c2)c1C(=O)OC
[51] Cc1ccc(S(=O)(=O)N/N=C/c2ccc(OCC(=O)N3CCOCC3)cc2)cc1
[52] Cc1cc2c(c(SCC(=O)N(C)c3ccccc3)n1)C(=O)OC2
[53] O=C1CN(c2cc(Cl)cc(Cl)c2)C(=O)CN1/N=C/c1cccnc1
[54] Cc1cc(C)cc(C(=O)NC(CC(N)=O)c2ccc(N3CCC(Cc4ccccc4)CC3)c([N+](=O)[O-])c2)c1 (centres undefined)
[55] CC(C)OC(=O)c1ccc(COc2ccc3ccc(=O)oc3c2)o1
[56] CCOc1ccc2c(c1)OC(c1ccc(OC)cc1)(C(F)(F)F)NC2=O (centres undefined)

entry no.	49	50	51	52	53	54	55	56
PME-1 primary	0	4	0	4	-2	-3	3	5
PAFAH2 inh	-2	6	1	8	2	-5	3	6
pPAFAH inh	0	2	0	0	-9	8	4	2
PAFAH1B3 inh	2	-4	5	3	14	5	1	10
PAFAH1B2 inh	1	1	3	0	3	1	5	7
PAD4 inh	-3	2	0	2	-8	3	1	1
GSTO1 counter	x	-4	0	1	0	6	1	-1
LYPLA1 inh	-1	1	0	-1	-2	-5	1	-1
Fam108B counter	x	-1	1	4	1	2	-3	4

[57] CC(C)N(c1ccccc1)c1ccc(NC(=O)COC(=O)CCN2C(=O)c3cccc([N+](=O)[O-])c3C2=O)cc1
[58] O=C(COc1ccccc1)NNC(=S)NC(=O)c1ccccc1
[59] COCCN1C(=S)NC(c2cccc(C(F)(F)F)c2)C(C(=O)N2CCOCC2)=C1C (centres undefined)
[60] CSc1ncc(CN2CCCCC2C(=O)Nc2ccc(Oc3ccccc3)nc2)cn1 (centres undefined)
[61] C[C@H](CO)N1C[C@H](C)[C@@H](CN(C)S(=O)(=O)c2ccc(Cl)cc2)Oc2ccc(NS(=O)(=O)c3ccccc3)cc2CC1=O
[62] O=C(CSCc1c(F)cccc1Cl)NCc1cccnc1
[63] COc1cccc(CCN2C(=O)C(=O)N([C@@H](CNCc3ccccc3)Cc3ccccc3F)C[C@@H]2C(C)(C)C)c1
[64] CCOC(=O)C1=C(NC(=S)NC(=O)c2ccccc2)c2ccccc2CC1(C)C

entry no.	57	58	59	60	61	62	63	64
PME-1 primary	6	0	0	0	x	2	19	6
PAFAH2 inh	-1	0	0	-2	11	-5	x	-5
pPAFAH inh	3	2	-3	-7	21	5	4	0
PAFAH1B3 inh	9	11	6	4	0	2	x	1
PAFAH1B2 inh	5	8	3	-3	10	-3	x	20
PAD4 inh	-4	1	-4	-9	5	5	5	-1
GSTO1 counter	3	-6	8	-4	x	1	4	3
LYPLA1 inh	-6	1	-6	-2	x	3	0	-2
Fam108B counter	9	-2	-1	-3	x	0	2	1

# Complete entries, quoted from the list.
# Record of `COC(=O)C1=C(C)Nc2nc(-c3ccccc3)nn2C1c1ccc(C)o1` (centres undefined) : PME-1 primary = 1; PAFAH2 inh = -4; pPAFAH inh = 3; PAFAH1B3 inh = 1; PAFAH1B2 inh = 6; PAD4 inh = -2; GSTO1 counter = -1; LYPLA1 inh = -1; Fam108B counter = -3
# Record of `O=C(COc1ccccc1)NNC(=S)NC(=O)c1ccccc1` : PME-1 primary = 0; PAFAH2 inh = 0; pPAFAH inh = 2; PAFAH1B3 inh = 11; PAFAH1B2 inh = 8; PAD4 inh = 1; GSTO1 counter = -6; LYPLA1 inh = 1; Fam108B counter = -2
# Record of `COc1cccc(CCN2C(=O)C(=O)N([C@@H](CNCc3ccccc3)Cc3ccccc3F)C[C@@H]2C(C)(C)C)c1` : PME-1 primary = 19; PAFAH2 inh = x; pPAFAH inh = 4; PAFAH1B3 inh = x; PAFAH1B2 inh = x; PAD4 inh = 5; GSTO1 counter = 4; LYPLA1 inh = 0; Fam108B counter = 2

# From PubChem BioAssay

# An excerpt; the hit share may differ from the screen's.
